# Source: PubChem
# DAGLB inh – diacylglycerol lipase beta (human) inhibition. Q8NCG7. HEK293T DAGLB membrane lysate, EnzChek fluorogenic substrate. inhibition, % at 5.17 µM. actives 0.059% (n = 340,000). AID 504411; in the data active = inhibition above about 34%;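 note: 0% = enzyme with vehicle and 100% = wells lacking enzyme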
# Target sequence (Q8NCG7 whole entry, looked up): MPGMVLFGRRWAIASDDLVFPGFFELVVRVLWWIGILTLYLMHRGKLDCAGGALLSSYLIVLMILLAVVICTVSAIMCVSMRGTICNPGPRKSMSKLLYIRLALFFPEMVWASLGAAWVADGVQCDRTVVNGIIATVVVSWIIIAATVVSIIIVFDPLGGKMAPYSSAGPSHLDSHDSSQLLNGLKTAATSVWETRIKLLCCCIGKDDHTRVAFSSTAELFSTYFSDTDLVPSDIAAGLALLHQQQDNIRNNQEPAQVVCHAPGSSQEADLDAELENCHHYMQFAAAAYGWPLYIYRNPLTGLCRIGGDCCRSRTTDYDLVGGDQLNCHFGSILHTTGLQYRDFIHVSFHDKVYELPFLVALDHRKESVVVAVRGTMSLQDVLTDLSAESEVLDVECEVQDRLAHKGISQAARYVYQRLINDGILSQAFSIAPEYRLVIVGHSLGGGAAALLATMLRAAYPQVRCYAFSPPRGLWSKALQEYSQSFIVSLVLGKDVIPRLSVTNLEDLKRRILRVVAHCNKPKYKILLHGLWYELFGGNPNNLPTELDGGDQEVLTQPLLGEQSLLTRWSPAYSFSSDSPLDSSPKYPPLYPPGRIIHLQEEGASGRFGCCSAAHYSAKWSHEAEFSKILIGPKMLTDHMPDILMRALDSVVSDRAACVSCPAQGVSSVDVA
# PKA-R1A act – PKA-R1A complex activation; P00514+P68181; PKA-R1A dissociation, Cy5-IP20 fluorescence polarization; scaled: DMSO 0%, 113 µM cGMP 100%; activation, % at 11.4 µM; actives 0.083% (n = 340,000); AID 504707;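 active = percent activation above the mean of all tested compounds plus 3 SD, cut at about 19% in these data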;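 note: higher means more PKAc released from R1A so a rise in polarization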
# phage Ecoli inh – E. coli growth loss with phage present; growth absorbance; inhibition, % at 11.9 µM; actives 0.26% (n = 360,000); AID 651602; in the data active = inhibition above about 11%
# PKA-R2B activ – activators of human PKA-R2B complex. P22694+P31323. PKA-R2B holoenzyme dissociation, Cy5-IP20 fluorescence polarization; R2B truncated from residue 108, S112A mutant; 0% DMSO only, 100% 113 µM cGMP. activation, % at 11.4 µM. actives 0.079% (n = 340,000);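 active = activation above a cutoff set at the mean over all compounds plus 3 SD, cut at about 18% in these data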;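 note: higher means more holoenzyme dissociation and a rise in polarization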
# Target sequence (P31323 whole entry, looked up, other chains not shown, the tested form may be a part): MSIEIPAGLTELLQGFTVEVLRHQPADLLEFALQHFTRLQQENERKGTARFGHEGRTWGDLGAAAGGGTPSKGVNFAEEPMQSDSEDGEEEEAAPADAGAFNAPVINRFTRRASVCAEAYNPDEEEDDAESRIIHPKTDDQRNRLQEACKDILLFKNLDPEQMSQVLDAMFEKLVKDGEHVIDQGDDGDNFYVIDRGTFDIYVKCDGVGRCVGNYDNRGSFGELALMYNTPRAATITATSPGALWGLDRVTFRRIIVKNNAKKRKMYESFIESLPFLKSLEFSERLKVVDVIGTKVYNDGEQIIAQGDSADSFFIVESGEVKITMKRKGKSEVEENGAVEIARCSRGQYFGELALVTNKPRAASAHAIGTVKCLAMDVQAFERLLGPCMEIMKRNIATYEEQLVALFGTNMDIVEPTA
# Starred values were filed as active, the others as inactive. Only part of the results is shown (hit frequency here may not be typical).
DAGLB inh	PKA-R1A act	Molecule	phage Ecoli inh	PKA-R2B activ
-12	3	Cc1ccc(C=C2C=C(c3ccccc3)OC2=O)cc1	-0.4	-1
3	0	O=C(c1ccc(N2CCCC2=O)cc1)N1CCN(c2ccc(C(F)(F)F)cc2[N+](=O)[O-])CC1	-0.5	1
-7	-7	COc1ccc([C@H]2C[C@@H](O)[C@H](n3cc(-c4ccc(F)cc4)nn3)CN2CC2CCCCC2)cc1	2.4	-10
-2	0	CCN(CC)C(=O)C1=C(C)N(Cc2ccccc2)C(=O)C(CC(=O)NCCN2CCOCC2)C1 (centres undefined)	3.1	-5
-6	5	CCCCCCN1C[C@H](n2cc(-c3ccc(F)cc3)nn2)[C@@H](O)C[C@@H]1c1ccc(C)cc1	0.5	-2
-1	3	O=C(c1cc(C2CC2)nn1-c1ccccc1)N1CCN(Cc2ccccc2)CC1	3.4	-8
1	-9	CCc1cc(CNC(=O)C2CCC(=O)N(Cc3ccccc3F)C2)on1 (centres undefined)	8.4	-5
-4	-4	O=[N+]([O-])c1ccc(/C=N\N2CCN(Cc3ccccc3Cl)CC2)cc1	2.9	-2
-5	1	O=C(C1CCCCC1)N1CCC2CC1c1cc(N3CCCCC3)ccc12 (centres undefined)	1.7	4
-2	-3	Nc1ccn([C@@H]2O[C@H](CNCc3ccc(N4CCNCC4)cc3)[C@@H](O)[C@H]2O)c(=O)n1	3.2	-2
-2	-1	O=C(NNC(=O)c1ccccc1-n1cccc1)c1cccnc1	2.3	-3
-3	-6	COC(=O)C[C@H]1C[C@H]2c3cc(NS(=O)(=O)c4cccc(OC)c4)ccc3O[C@H]2[C@@H](CO)O1	3.0	-3
1	8	CCOc1ccc(NC(=O)CN(C)C(=O)Cc2ccc3c(c2)OCCO3)cc1OCC	1.4	2
-8	1	COc1ccc(S(=O)(=O)N2CCOCC2)cc1NC(=O)CCCSc1ccccc1	2.4	4
0	-5	COc1ccccc1CNC(=O)COC(=O)CCN1C(=O)C2CC=CCC2C1=O (centres undefined)	2.1	-6
-3	6	COc1cc2ccc(C(=O)O)cc2cc1OC	-0.2	1
-3	-3	C[C@@H]1CN([C@H](C)CO)C(=O)c2cc(C#C[C@@H](C)O)cnc2O[C@H]1CN(C)C(=O)c1ccc(F)cc1	3.1	-7
-1	7	Cc1nnc(SCC(=O)Nc2cccc(S(=O)(=O)N3CCCC3)c2)n1C1CC1	1.7	4
0	8	Cc1ccc(S(=O)(=O)NCC2CCC(C(=O)NCCCN3CCC(C)CC3)CC2)cc1 (centres undefined)	4.2	3
0	3	O=C1NCCN(CC2CCN(CCc3ccccc3)CC2)C1=O	3.4	9
-3	0	Cc1ccc(-c2ccc(CN3C(C)C(=O)N(Cc4cn(CCC5OCCO5)nn4)CCS3(=O)=O)cc2)cc1 (centres undefined)	-0.9	-3
1	-7	C[C@H]1CN([C@@H](C)CO)C(=O)CCCn2nncc2CO[C@H]1CN(C)S(=O)(=O)c1ccc(Cl)cc1	0.6	6
-3	3	c1coc(-c2nc(N=C3N=c4ccccc4=N3)[nH]c2-c2ccco2)c1	3.5	-7
-3	-1	COc1ccc(NC(=O)CCNC(=O)N2CC(=O)Nc3ccccc32)cc1OC	5.8	-1
1	6	CC1CCCC(C)N1C(=O)COC(=O)CNS(=O)(=O)c1ccc2ccccc2c1 (centres undefined)	1.5	-2

# Remaining list, next part.
DAGLB inh	PKA-R1A act	Molecule	phage Ecoli inh	PKA-R2B activ
2	-1	CC(C)=C(NC(=O)c1ccccc1Cl)C(=O)NCCc1nc2ccccc2[nH]1	-1.2	-3
-2	2	CN(C)C(=S)Oc1ccccc1C1SCCS1	1.4	4
-1	-1	Cc1ccc(NC(=O)CSc2nnc3ccccn23)c(Cl)c1	3.9	3
1	-22	CC1=C(C(=O)OCc2ccccc2)C(c2ccc(C)cc2)NC(=O)N1 (centres undefined)	2.7	-11
-8	-2	C[C@H](CO)N1C[C@H](C)[C@@H](CN(C)C(=O)Nc2ccccc2)Oc2ncc(C#CC3CCCCC3)cc2C1=O	4.3	-4
1	9	C[C@@H]1CN([C@H](C)CO)C(=O)c2cc(Br)cnc2O[C@H]1CN(C)C	3.1	-7
2	2	COc1ccc(C2NC(=O)NC(C)=C2C(=O)OC2CCCCC2)cc1 (centres undefined)	1.8	13
0	-2	COc1ccc(CN2CCC[C@]3(N[C@H](c4ccc(OC)cc4)[C@@H]4C(=O)N(C)C(=O)[C@@H]43)C2=O)cc1	-0.1	-5
1	-9	CCN(CC)C(=O)C1=C(C)N(Cc2ccc(F)cc2)C(=O)C(CC(=O)NCCCCc2ccccc2)C1 (centres undefined)	-1.0	-1
1	6	O=C1CN(C(=O)CN2CCN(S(=O)(=O)c3ccccc3F)CC2)c2ccccc2N1	5.2	-4
-2	-3	Cc1ccc(C(=O)NCC(=O)N2CCN(c3ccccc3O)CC2)s1	-1.7	-10
-3	-7	C=C(C)CN1C(=O)C(C)SC1=NN=C1SCC(=O)N1C (centres undefined)	2.3	-12
-4	0	CC(C)N1CCN(c2ccncc2S(=O)(=O)N2CCCCC2)CC1	2.4	0
2	-7	C[C@H](CO)N1C[C@H](C)[C@@H](CN(C)S(=O)(=O)c2cccs2)OCc2cn(nn2)CCCC1=O	0.9	4
-1	-11	COc1ccc(OC)c(C(=O)NC2CCCc3c2cnn3-c2cc(C)cc(C)c2)c1 (centres undefined)	2.1	-7
-2	1	C[C@@H]1CN([C@@H](C)CO)C(=O)c2cc(Br)cnc2O[C@H]1CN(C)S(=O)(=O)c1cccs1	2.0	-6
-1	3	COc1ccc(C(=O)Nc2ccc3c(c2)OCCO3)c(OC)c1	2.7	5
2	6	CCCCN1C(=O)C(CC(=O)NCc2cccs2)CC(C(=O)N2CCOCC2)=C1C (centres undefined)	0.7	3
-2	6	O=C(C[C@H]1C(=O)N(c2ccccc2)C[C@@H]1Cc1ccccc1)Nc1ccccc1	5.5	-6
-2	3	C/C=C/c1cnc2c(c1)C(=O)N([C@@H](C)CO)C[C@H](C)[C@@H](CN(C)S(=O)(=O)c1ccc(C)cc1)O2	2.9	-1
0	7	COCOCCn1cc(CN2CCS(=O)(=O)N(Cc3ccc(-c4ccc(OC)c(OC)c4)cc3)C(CC(C)C)C2=O)nn1 (centres undefined)	-2.0	-6
-4	12	O=C(NCC(c1ccco1)N1CCCC1)c1cccc(S(=O)(=O)N2CCCCC2)c1 (centres undefined)	0.7	0
-7	-1	C[C@H](NC(=O)c1[nH]cnc1C(=O)Nc1ccccc1F)c1ccccc1	0.6	0
-24	-5	CC(C)(C)Cc1c(-c2ccc(Br)cc2)nc2ccc(Br)cn12	2.9	-11
1	4	Cc1ccc2c(c1)CCO[C@]21O[C@H](CCO)C[C@H](O)[C@H]1O	3.0	13

# Continuation:
DAGLB inh	PKA-R1A act	Molecule	phage Ecoli inh	PKA-R2B activ
3	-2	CCOCCCNC(=O)Cn1cc2c(n1)-c1c(oc(C(=O)N3CCCC3)c1C)CC2	-0.2	9
6	-1	O=C(O)c1ccc2c(c1)S(=O)(=O)c1cc(N3CCN(c4cnccn4)CC3)ccc1C2=O	2.6	-4
1	6	COC(=O)C[C@H]1C[C@H]2c3cc(NC(=O)C4CCC4)ccc3O[C@H]2[C@H](CO)O1	2.0	0
2	-4	CC(C)NC(=O)Nc1ccc2c(c1)C(=O)N([C@H](C)CO)C[C@H](C)[C@@H](CN(C)Cc1ccc3c(c1)OCO3)OCCCC[C@@H](C)O2	4.2	-6
2	-1	Cc1cn([C@H]2C[C@H](O)[C@@H](CNCc3ccc(-c4cc(Cl)ccc4C(F)(F)F)o3)O2)c(=O)[nH]c1=O	-0.4	0
-4	0	CC(C)(C)OC(=O)N1CCN(C(=O)c2[nH]cnc2C(=O)Nc2ccccc2F)CC1	2.9	-5
-7	5	O=C(NCc1ccccc1OC(F)(F)F)C1CCC(=O)N(CCCN2CCOCC2)C1 (centres undefined)	2.1	-1
-5	-3	O=P(C(=S)Nc1ccccc1Cl)(c1ccccc1)c1ccccc1	0.5	-4
-1	0	Cc1ccc(N(CC(=O)N2CCCCCC2)S(C)(=O)=O)cc1	2.1	-7
-2	2	C[C@@H]1CN([C@H](C)CO)C(=O)CCCn2nncc2CO[C@H]1CN(C)Cc1ccc(C(=O)O)cc1	1.3	2
-1	-5	CCN(CC)C(=O)C1=C(C)N(Cc2ccc(C(C)(C)C)cc2)C(=O)C(CC(=O)NCc2cccs2)C1 (centres undefined)	1.3	7
-2	8	C#CC1(NC(=S)Nc2cccc(OC)c2)CCCCC1	3.2	6
0	-6	C[C@H](CO)N1C[C@H](C)[C@@H](CN(C)C)OCc2cnnn2CCCC1=O	5.0	-9
-4	-7	CC(C)NC(=O)N(C)C[C@@H]1OCc2cn(nn2)CCCC(=O)N([C@H](C)CO)C[C@H]1C	0.3	-3
-1	4	O=C1CSC(=S)N1Cc1ccccc1	3.8	-10
-1	9	CC1=C(C(=O)N(C(C)C)C(C)C)CC(CC(=O)NCCN2CCOCC2)C(=O)N1Cc1ccccc1 (centres undefined)	1.0	-3
-2	-5	C[C@H](CO)N1C[C@H](C)[C@@H](CN(C)S(=O)(=O)c2cccc(F)c2)Oc2ncc(Br)cc2C1=O	2.3	-4
-6	0	O=C(c1cccs1)N1C[C@H](n2cc(-c3ccc(F)cc3)nn2)[C@@H](O)C[C@@H]1c1ccc(Cl)cc1	2.0	1
8	15	COc1ccccc1N1CCN(C(=O)CCCCCn2c(=S)[nH]c3cc4c(cc3c2=O)OCO4)CC1	-0.4	-16
-4	7	COC(=O)c1ccc2cn[nH]c2c1	4.7	-6
0	5	CC(=NNS(=O)(=O)c1ccc(C)cc1)c1ccccc1	3.6	3
-2	-5	C[C@@H]1CN([C@H](C)CO)S(=O)(=O)c2ccc(-c3ccc(C(=O)N(C)C)cc3)cc2O[C@H]1CN(C)C(=O)Cc1ccccn1	1.2	-12
0	4	O=Cc1c[nH]c2ccc(S(=O)(=O)N3CCCCC3)cc12	2.1	-4
-4	-10	CC1C(=O)N(Cc2cn(CC3CCCCC3)nn2)CCS(=O)(=O)N1Cc1ccc(-c2ccc(Cl)c(Cl)c2)cc1 (centres undefined)	0.9	3
0	2	O=C(NCc1ccccc1CN1CCCC1)C1CCN(C(=O)c2ccc(Cl)cc2)CC1	2.8	0

# Reformatted tab-delimited: twelve of the compounds above
SMILES	DAGLB inh	PKA-R1A act	phage Ecoli inh	PKA-R2B activ
Cc1ccc(C=C2C=C(c3ccccc3)OC2=O)cc1	-12	3	-0.4	-1
O=C(c1ccc(N2CCCC2=O)cc1)N1CCN(c2ccc(C(F)(F)F)cc2[N+](=O)[O-])CC1	3	0	-0.5	1
COc1ccc([C@H]2C[C@@H](O)[C@H](n3cc(-c4ccc(F)cc4)nn3)CN2CC2CCCCC2)cc1	-7	-7	2.4	-10
CCN(CC)C(=O)C1=C(C)N(Cc2ccccc2)C(=O)C(CC(=O)NCCN2CCOCC2)C1 (centres undefined)	-2	0	3.1	-5
CCCCCCN1C[C@H](n2cc(-c3ccc(F)cc3)nn2)[C@@H](O)C[C@@H]1c1ccc(C)cc1	-6	5	0.5	-2
O=C(c1cc(C2CC2)nn1-c1ccccc1)N1CCN(Cc2ccccc2)CC1	-1	3	3.4	-8
CCc1cc(CNC(=O)C2CCC(=O)N(Cc3ccccc3F)C2)on1 (centres undefined)	1	-9	8.4	-5
O=[N+]([O-])c1ccc(/C=N\N2CCN(Cc3ccccc3Cl)CC2)cc1	-4	-4	2.9	-2
O=C(C1CCCCC1)N1CCC2CC1c1cc(N3CCCCC3)ccc12 (centres undefined)	-5	1	1.7	4
Nc1ccn([C@@H]2O[C@H](CNCc3ccc(N4CCNCC4)cc3)[C@@H](O)[C@H]2O)c(=O)n1	-2	-3	3.2	-2
O=C(NNC(=O)c1ccccc1-n1cccc1)c1cccnc1	-2	-1	2.3	-3
COC(=O)C[C@H]1C[C@H]2c3cc(NS(=O)(=O)c4cccc(OC)c4)ccc3O[C@H]2[C@@H](CO)O1	-3	-6	3.0	-3

# (more compounds)
DAGLB inh	PKA-R1A act	Molecule	phage Ecoli inh	PKA-R2B activ
-2	-2	O=C(NCc1nnnn1-c1ccc(Cl)cc1)C(=O)c1c[nH]c2ccccc12	3.5	-6
-1	4	C[C@H](CO)N1C[C@H](C)[C@@H](CN(C)S(=O)(=O)c2ccccc2C#N)OCc2cnnn2CCCC1=O	3.6	-6
2	-4	Cc1cccc(CNC(=O)C2CCC(=O)N(CC3CCCCC3)C2)c1 (centres undefined)	0.9	-3
-1	5	C[C@@H]1CN([C@H](C)CO)C(=O)c2cc(Br)cnc2O[C@@H]1CN(C)C(=O)Cc1ccccc1	2.3	0
0	3	Cc1cn([C@H]2C[C@H](O)[C@@H](CNCc3cc(Br)ccc3OCc3ccccc3)O2)c(=O)[nH]c1=O	1.0	3
-5	12	NC(=O)C1CCN(C(=O)c2ccc3ncsc3c2)CC1	1.7	4
-1	-11	Cc1ccc(S(=O)(=O)N2C[C@]3(O)C[C@@H]4C(=O)N(c5ccccc5)C(=O)[C@@H]4C[C@]3(OC(=O)NCC3CCCCC3)C2)cc1	1.7	-4
-1	0	CC(=O)c1ccc(OCC(=O)NC(=O)NC2CCCC2)cc1	4.4	-2
2	0	C[C@H](CO)N1C[C@H](C)[C@@H](CN(C)C(=O)CN2CCOCC2)Oc2cc(Br)ccc2S1(=O)=O	1.2	3
0	9	C[C@@H]1CN([C@@H](C)CO)C(=O)CCCn2nncc2CO[C@H]1CN(C)C(=O)c1ccccc1	4.6	-7
1	4	COc1ccccc1C(=O)N/C(=C\c1cn(S(=O)(=O)N(C)C)c2ccccc12)C(=O)N1CCN(C)CC1	-1.9	-7
-9	4	Cc1ccc(Cc2c(-c3ccc(Br)cc3)nc3cc(C)ccn23)cc1	3.1	-6
